High-throughput results: PubChem, several laboratories
Mcl1 Bid PPI: Mcl-1/Bid interaction inhibition; TR-FRET Mcl-1/Bid-Dy647 peptide binding, 1536-well; inhibition, % at 21.7 µM; actives 0.97% (n = 220,000); AID 1021;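 active means compounds that cut the binding signal by more than half at the single screening dose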;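 further: His-tagged Mcl-1 with europium anti-His antibody binding Bid BH3 peptide; 0% = Mcl-1 plus peptide wells and 100% = peptide-only wells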
Bcl-W Bim block: disrupts Bim peptide binding to human Bcl-W; actives 0.02% (n = 190,000); AID 952; inhibition, % at 10 µM; Q92843; bead-based flow cytometry;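 further: 0% = bound tracer without compound and 100% = peptide blocker; higher means less fluorescent Bim peptide bound to Bcl-W beads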
Target sequence (Q92843 whole entry, looked up): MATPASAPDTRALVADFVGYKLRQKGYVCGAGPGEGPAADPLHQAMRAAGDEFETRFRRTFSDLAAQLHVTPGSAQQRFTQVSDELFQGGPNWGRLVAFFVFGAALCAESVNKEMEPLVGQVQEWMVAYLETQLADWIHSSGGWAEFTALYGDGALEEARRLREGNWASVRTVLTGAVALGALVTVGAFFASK
Bim-Bcl-XL: inhibitors of Bim-Bcl-XL interaction, human; inhibition, % at 10 µM; Bim peptide-Bcl-XL binding, bead flow cytometry, fluorescence; actives 0.04% (n = 190,000)
Target sequence (Q07817 whole entry, looked up): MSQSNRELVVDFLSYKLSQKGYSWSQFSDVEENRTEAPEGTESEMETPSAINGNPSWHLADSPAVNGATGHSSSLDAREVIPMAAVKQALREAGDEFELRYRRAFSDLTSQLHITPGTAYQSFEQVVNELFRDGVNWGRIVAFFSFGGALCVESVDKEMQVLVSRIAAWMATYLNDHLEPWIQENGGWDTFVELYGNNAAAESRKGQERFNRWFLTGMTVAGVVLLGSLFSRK
Bcl-2 Bim block: disrupts Bim peptide binding to human Bcl-2; P10415; Bead-based flow cytometry, Bim peptide-Bcl-2 binding; inhibition, % at 10 µM; actives 0.06% (n = 190,000); AID 950; in the data active means inhibition above about 40%; inconclusive means no clear call, values can overlap the other calls;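 further: 0% = no compound wells with probe peptide and 100% = reference peptide inhibitor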
Target sequence (P10415 whole entry, looked up): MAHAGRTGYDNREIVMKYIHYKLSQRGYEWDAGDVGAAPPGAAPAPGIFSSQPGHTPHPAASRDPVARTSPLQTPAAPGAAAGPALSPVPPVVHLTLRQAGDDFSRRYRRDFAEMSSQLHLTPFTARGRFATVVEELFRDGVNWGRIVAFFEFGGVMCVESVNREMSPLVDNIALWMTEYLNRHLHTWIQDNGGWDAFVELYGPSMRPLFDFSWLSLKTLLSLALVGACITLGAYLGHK
RGS8-Gao: human RGS8-Galphao interaction regulation; multiplexed bead flow cytometry, RGS8-Galphao binding; actives lie on both sides; response (percent of control binding), % at 10 µM; actives 0.34% (n = 220,000); in the data active means response below about 60% or above about 140%; inactive means in between;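 further: Galphao activated as the GDP aluminium fluoride complex binding bead-coupled RGS8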
Target sequence (P09471 whole entry, looked up): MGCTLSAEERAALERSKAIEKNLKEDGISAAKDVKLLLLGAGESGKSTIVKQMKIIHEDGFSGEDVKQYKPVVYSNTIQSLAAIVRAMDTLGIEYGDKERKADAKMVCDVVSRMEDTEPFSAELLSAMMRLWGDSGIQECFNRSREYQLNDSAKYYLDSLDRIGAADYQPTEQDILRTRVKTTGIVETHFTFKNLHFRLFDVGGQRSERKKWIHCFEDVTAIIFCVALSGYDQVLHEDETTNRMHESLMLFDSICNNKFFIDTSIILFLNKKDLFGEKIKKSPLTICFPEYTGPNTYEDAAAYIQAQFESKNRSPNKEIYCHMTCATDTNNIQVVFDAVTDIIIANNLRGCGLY
Mcl1-Noxa inh: disrupts binding of human Mcl-1 to Noxa peptide; actives 1.5% (n = 220,000); TR-FRET Mcl-1/Noxa peptide binding, 2 h; AID 1022; inhibition, % at 21.7 µM; Q07820;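 active means compounds that cut the protein-peptide binding signal by more than 50% relative to plate controls in a single-dose test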;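 further: His-tagged Mcl-1 with rhodamine Noxa BH3 peptide and terbium anti-His antibody; 0% = Mcl-1 plus Noxa peptide wells and 100% = peptide-only wells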
Bcl-B Bim block: disrupts Bim peptide binding to human Bcl-B. bead-based flow cytometry. actives 0.073% (n = 190,000). inhibition, % at 10 µM;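 further: 0% = tracer peptide without compound and 100% = reference inhibitor peptide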
Mcl-1 Bim block: inhibitors of Bim-Mcl-1 interaction, human | Q07820 | Bead-based flow cytometry, Bim peptide-Mcl-1 binding | inhibition, % at 10 µM | actives 0.1% (n = 190,000) | AID 1009;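 further: 0% = no compound tracer wells and 100% = peptide blocker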
RGS4-Gao reg: modulates binding of RGS4 to human Galphao | P09471 | Multiplexed bead flow cytometry; actives lie on both sides | binding response (% of control), % at 10 µM | actives 0.33% (n = 220,000) | AID 1415; in the data active means binding response below about 49% or above about 150%; inactive means in between;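 further: fluorescent Galphao activated with aluminum fluoride binding bead-coupled RGS4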
Bim-Bfl-1: disrupts Bim binding to human Bfl-1; Q16548; Bead-based flow cytometry, Bim-Bfl-1 binding inhibition; actives 0.12% (n = 190,000); inhibition, % at 10 µM; AID 1008;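 further: 0% = wells without compound plus tracer and 100% = blocker peptide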
RGS7-Gao reg: modulates binding of RGS7 to human Galphao. Multiplexed bead flow cytometry; actives lie on both sides. actives 0.35% (n = 220,000). P09471. binding response (% of control), % at 10 µM; in the data active means binding response below about 49% or above about 150%; inconclusive means no clear call, values can overlap the other calls; inactive means in between;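 further: fluorescent Galphao held in activated GDP-AlF4 state binding bead-coupled RGS7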
An asterisk follows results filed as active; ? = inconclusive; · = not tested or not shown. Unless noted, no stated cut-off is given here; in the data, active means inhibition above about 40%.

cpd	SMILES	Mcl1 Bid PPI	Bcl-W Bim block	Bim-Bcl-XL	Bcl-2 Bim block	RGS8-Gao	Mcl1-Noxa inh
1	CC(=O)c1c(C)[nH]c(C(=O)OCC(=O)Nc2sc3c(c2C#N)CCC(C)C3)c1C (centres undefined)	-95	·	·	·	95	14
2	O=C(CNc1ccccc1)N/N=C/c1cn(-c2ccccc2)nc1-c1ccccc1	-38	-1	-3	-7	100	0
3	O=C(COc1cc(Cl)c(Cl)cc1Cl)NC(=O)Nc1ccc2c(c1)OCCO2	-13	-3	-6	0	102	4
4	COc1ccc(C[C@H]2CN3C(=NC[C@@H]3Cc3ccccc3)N2CCNC(=O)c2ccc(C)c(Br)c2)cc1	-1	0	4	-1	101	30
5	CCOC(=O)COc1nc(C)c(Br)c(OC)n1	-15	0	-9	-10	100	11
6	CCOC(=O)C(=Cc1ccc(OCc2ccc([N+](=O)[O-])cc2)c(OC)c1)C(=O)OCC	0	1	-11	-10	98	6
7	COC(C(=O)Nc1ccc(Cl)cc1C)c1ccccc1 (centres undefined)	-64	0	-2	1	108	0
8	CCOC(=O)/C(=C/Nc1ccc(F)c(F)c1)[N+](=O)[O-]	-51	·	·	·	102	-33

cpd	Bcl-B Bim block	Mcl-1 Bim block	RGS4-Gao reg	Bim-Bfl-1	RGS7-Gao reg
1	·	·	92	·	?
2	-5	-3	94	-11	97
3	-6	-2	99	0	101
4	-11	-1	96	-2	96
5	-11	-4	101	-8	101
6	-12	-1	98	-10	95
7	0	0	104	0	103
8	·	·	109	·	?

Whole records, looked up by structure:
Shown for O=C(COc1cc(Cl)c(Cl)cc1Cl)NC(=O)Nc1ccc2c(c1)OCCO2 = Mcl1 Bid PPI = -13; Bcl-W Bim block = -3; Bim-Bcl-XL = -6; Bcl-2 Bim block = 0; RGS8-Gao = 102; Mcl1-Noxa inh = 4; Bcl-B Bim block = -6; Mcl-1 Bim block = -2; RGS4-Gao reg = 99; Bim-Bfl-1 = 0; RGS7-Gao reg = 101
Shown for O=C(CNc1ccccc1)N/N=C/c1cn(-c2ccccc2)nc1-c1ccccc1 = Mcl1 Bid PPI = -38; Bcl-W Bim block = -1; Bim-Bcl-XL = -3; Bcl-2 Bim block = -7; RGS8-Gao = 100; Mcl1-Noxa inh = 0; Bcl-B Bim block = -5; Mcl-1 Bim block = -3; RGS4-Gao reg = 94; Bim-Bfl-1 = -11; RGS7-Gao reg = 97
Shown for CC(=O)c1c(C)[nH]c(C(=O)OCC(=O)Nc2sc3c(c2C#N)CCC(C)C3)c1C (centres undefined) = Mcl1 Bid PPI = -95; Bcl-W Bim block = ·; Bim-Bcl-XL = ·; Bcl-2 Bim block = ·; RGS8-Gao = 95; Mcl1-Noxa inh = 14; Bcl-B Bim block = ·; Mcl-1 Bim block = ·; RGS4-Gao reg = 92; Bim-Bfl-1 = ·; RGS7-Gao reg = ?

(continued)
cpd	SMILES	Mcl1 Bid PPI	Bcl-W Bim block	Bim-Bcl-XL	Bcl-2 Bim block	RGS8-Gao	Mcl1-Noxa inh
9	S=C1NCN(Cc2ccccc2)CN1	-24	·	·	·	100	0
10	CC(NC(=O)CCC(=O)NC(C)C1COc2ccccc2O1)C1COc2ccccc2O1 (centres undefined)	-7	0	0	-5	100	7
11	CCN(c1ccccc1)S(=O)(=O)c1ccc(Cl)c(NC(=O)COC(=O)C2CC2C)c1 (centres undefined)	-19	0	0	-1	101	-1
12	CCOC(=O)COc1cccc2c(=O)n(CC(=O)NCCc3ccccc3)ccc12	10	-3	-11	0	103	0
13	Cc1cc(NC(=O)CCC(=O)NNC(=O)c2ccc(C(C)(C)C)cc2)no1	-37	-1	-6	-2	98	-8
14	Cc1cc(C)nc(SCCC(=O)Nc2ccc(F)cc2)n1	-9	-9	-14	0	137	3
15	O=C(C1CCCO1)N1N=C(c2ccc(Br)cc2)CC1c1ccco1 (centres undefined)	-17	-2	-7	-9	101	8
16	O=C(CN1CCN(c2ncc(C(F)(F)F)cc2Cl)CC1)N1CCN(c2ncc(C(F)(F)F)cc2Cl)CC1	-15	-2	1	-1	101	5

cpd	Bcl-B Bim block	Mcl-1 Bim block	RGS4-Gao reg	Bim-Bfl-1	RGS7-Gao reg
9	·	·	97	·	?
10	-1	-2	97	-2	100
11	-5	-2	96	-3	?
12	-2	-2	103	0	104
13	-4	-2	100	-2	100
14	-6	-24	141	-2	139
15	-10	-3	98	-17	100
16	0	-2	94	0	96

Quoted from the listing.
Under Bcl-2 Bim block, no. 2 has -7
Under Mcl-1 Bim block, no. 12 has -2
Under RGS7-Gao reg, no. 15 has 100
Under RGS8-Gao, no. 9 has 100
Under Mcl-1 Bim block, no. 6 has -1
Under Bcl-B Bim block, no. 4 has -11

(next part)
cpd	SMILES	Mcl1 Bid PPI	Bcl-W Bim block	Bim-Bcl-XL	Bcl-2 Bim block	RGS8-Gao	Mcl1-Noxa inh
17	COC(=O)C1=C(C)N(Cc2ccco2)C(=O)N[C@H]1c1ccc(Br)cc1	-5	0	-2	0	101	9
18	Clc1ccc(C2[C@H]3CN(Cc4ccc(-c5ccccc5)cc4)[C@H](c4ccccc4)C34CC2(c2cccnc2)C4)cn1 (some centres undefined)	9	·	·	·	102	-2
19	CCCCC(O)(CCCC)C(=O)NN(C(=O)CCl)c1ccccc1	-7	16	21	16	97	0
20	CC(C)CC(=O)NNC(=O)c1ccc(Cl)cc1	-21	-1	-1	-5	102	15
21	COc1ccc(/C=N/Nc2ncc(C(F)(F)F)cc2Cl)c(OC)c1OC	9	-4	-4	1	103	-14
22	Cc1ccc2nc(-c3ccccc3O)c(Nc3ccc4c(c3)OCCO4)n2c1	-12	0	-2	2	98	1
23	O=C(Nn1c(-c2ccc(F)cc2)nc2ccccc2c1=O)C1CCCCC1	-25	2	-1	-4	99	4
24	COC(=O)CNC(=O)Cn1nc(C)c([N+](=O)[O-])c1C	-23	-1	-4	-6	98	17

cpd	Bcl-B Bim block	Mcl-1 Bim block	RGS4-Gao reg	Bim-Bfl-1	RGS7-Gao reg
17	-1	-1	96	0	97
18	·	·	102	·	?
19	11	15	99	12	99
20	-4	-1	100	-9	101
21	-2	-2	101	0	105
22	-2	0	94	0	96
23	-6	-3	99	-15	100
24	-4	-1	97	-4	?

The list continues:
cpd	SMILES	Mcl1 Bid PPI	Bcl-W Bim block	Bim-Bcl-XL	Bcl-2 Bim block	RGS8-Gao	Mcl1-Noxa inh
25	CN(C)c1cc[n+](Cc2c(Cl)cccc2Cl)cc1	0	4	0	5	107	1
26	CC(=O)Nc1c(C(=O)N2CCCCCC2)cnn1-c1ccccc1Cl	-8	1	-1	1	102	18
27	CC(C)C1=C2OC(N)=C(C#N)C(C#N)=C2C(C)CC1 (centres undefined)	·	0	0	0	100	·
28	Cc1ccc(CNC(=O)C(NS(=O)(=O)c2ccc3nc(C)sc3c2)C(C)C)cc1 (centres undefined)	-13	2	0	-5	95	-3
29	COc1ccc(NC(=S)NC(=O)CC(C)C)c(OC)c1	-34	1	0	-2	96	3
30	COc1ccc(CCNC(=O)CSc2cc(=O)[nH]c(N)n2)cc1OC	-7	-2	-1	1	99	3
31	COC(=O)N/N=C(\C)c1ccc(C)c([N+](=O)[O-])c1	-10	-4	-5	-5	103	-7
32	CCNc1ccc(C(=O)OCC(=O)NCCN2C(=O)CSC2=O)cc1[N+](=O)[O-]	-21	-2	-1	-2	100	-5

cpd	Bcl-B Bim block	Mcl-1 Bim block	RGS4-Gao reg	Bim-Bfl-1	RGS7-Gao reg
25	0	1	102	1	101
26	-1	0	98	6	99
27	-13	1	99	3	109
28	-6	0	106	-11	113
29	-4	0	98	-4	?
30	-2	-3	99	-1	96
31	-9	0	102	-13	99
32	-2	0	100	-3	103

(list continues)
cpd	SMILES	Mcl1 Bid PPI	Bcl-W Bim block	Bim-Bcl-XL	Bcl-2 Bim block	RGS8-Gao	Mcl1-Noxa inh
33	CCOC(=O)c1cc(C(=O)OCC)cc(-n2c(C)cc(C(=O)CN3CCOCC3)c2C)c1	-30	-5	-24	-4	103	-14
34	O=S1(=O)C=C(SCc2cccc(Cl)c2)Nc2ccccc21	-2	-1	0	-2	101	10
35	CCCCOc1ccc(N2C(=O)CC(NCc3ccncc3)C2=O)cc1 (centres undefined)	-23	-3	-4	-2	98	12
36	COc1cccc(OCc2nc3c4cnn(-c5ccccc5)c4ncn3n2)c1	30	1	-3	-7	102	-3
37	COc1ccc(N2CC(O)=C(c3nc(-c4ccc(F)cc4)cs3)C2=N)cc1Cl	-22	0	0	-2	100	11
38	CC1(C)OC(=O)C(=NNc2ccc(C(=O)O)cc2)C(=O)O1	-10	·	·	·	101	-7
39	O=C(NCCNCCO)c1c(O)c2cccc3c2n(c1=O)CCC3	-16	-1	0	1	102	-12
40	O=C1C2(c3ccccc3)CN(CCCO)CC1(c1ccccc1)CN(CCCO)C2	-9	0	-4	-5	102	-3

cpd	Bcl-B Bim block	Mcl-1 Bim block	RGS4-Gao reg	Bim-Bfl-1	RGS7-Gao reg
33	-8	0	101	-5	99
34	-1	-2	102	0	103
35	-4	1	96	-3	94
36	-8	0	103	-14	99
37	-2	0	103	-5	?
38	·	·	100	·	?
39	0	3	98	-2	100
40	-4	0	100	-13	99

Further results follow:
cpd	SMILES	Mcl1 Bid PPI	Bcl-W Bim block	Bim-Bcl-XL	Bcl-2 Bim block	RGS8-Gao	Mcl1-Noxa inh
41	COc1ccc(-n2cnnc2SCc2ncc(-c3ccccc3)o2)cc1	-11	1	1	0	103	8
42	Cc1cc(C)c(C#N)c(SCC(=O)c2cccs2)n1	-30	0	3	-1	99	11
43	O=C(NC1CCSC1=O)C1CCCCC1 (centres undefined)	-28	0	-1	-5	101	-15
44	CC(=O)NCCn1c(SCC(=O)NCc2ccco2)nc2ccccc2c1=O	-11	-2	-3	-3	99	7
45	O=S(=O)(c1ccc(Cl)c(NC(=S)Nc2ccccc2N2CCOCC2)c1)N1CCOCC1	-59	-5	-7	-4	103	10
46	CCOc1cccc2cc(C(=O)N3CCN(C/C=C/c4ccccc4)CC3)c(=O)oc12	-21	-1	-8	-6	100	14
47	Nc1ccc(-c2n[nH]c(=O)c3ccccc23)cc1N	-2	6	0	0	104	23
48	Cc1ccc(S(=O)(=O)NCC(=O)OCC(=O)c2cc(C)n(-c3ccccc3)c2C)cc1	-65	-1	-6	-4	104	-9
49	O=C1NC(=S)N/C1=C/c1cc([N+](=O)[O-])ccc1N1CCOCC1	-13	1	5	1	99	22

cpd	Bcl-B Bim block	Mcl-1 Bim block	RGS4-Gao reg	Bim-Bfl-1	RGS7-Gao reg
41	-1	0	108	0	106
42	-3	-1	94	-3	93
43	0	0	97	0	100
44	-3	-3	105	0	103
45	-8	-4	105	-2	105
46	-10	-5	98	-21	99
47	0	1	102	-2	103
48	-8	-7	103	-2	101
49	3	1	101	0	97
